RORg inh – inhibitors of mouse ROR gamma transcriptional activity | Drosophila S2 Gal4-RORgamma UAS-luciferase reporter, 20 h | Potency, µM (doses to about 53.6 µM), inactives show top-dose activity change, negative = inhibition, most hits filed as inhibitors | actives 5.4% (n = 310,000) | AID 2551; note: potency is the fitted concentration of half-maximal effect; % is set by controls: 0 for no effect and ±100 for the full control effect; nearly all actives have a fitted effect of over 60% in size
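Drosophila S2 cells stably expressing Gal4-DBD/mouse RORγ fusion under metallothionein promoter plus UAS-luciferase; compound 1 h, then 700 uM CuSO4 induction for 20 h at ambient temperature; inhibition read as reduced luminescence.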
ELG1 genotoxic – inducers of genotoxicity in HEK293T ELG1-luciferase cells; actives 1.3% (n = 330,000); Potency, µM (series often up to 46 µM), for the others: at the highest dose activity change, positive = activation, most hits filed as activators; HEK293T ELG1-luciferase reporter, luminescence, 16 h; note: potency is the fitted concentration of half-maximal effect; % of control where 0% means no effect; nearly all actives have a fitted effect of over 60% in size
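Genotoxicity was scored as increased ELG1-luciferase reporter signal, measured by ONE-Glo luminescence (30 min, room temperature). Compound or vehicle exposure of the HEK293T reporter cells lasted 16 hr at 37°C.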
Tb PFK inh – blocks T. brucei phosphofructokinase. O15648. T. brucei PFK, ADP-Glo luminescence. Potency, µM (doses to about 57.5 µM), for the others: at the highest dose activity, negative = inhibition, usual class: inhibitors. actives 0.17% (n = 330,000). AID 485367;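 note: potency is the fitted concentration of half-maximal effect; 0% = uninhibited 1x PFK enzyme wells and -100% = no-enzyme wells; nearly all actives have a fitted effect of over 60% in size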
Target sequence (O15648 whole entry, looked up): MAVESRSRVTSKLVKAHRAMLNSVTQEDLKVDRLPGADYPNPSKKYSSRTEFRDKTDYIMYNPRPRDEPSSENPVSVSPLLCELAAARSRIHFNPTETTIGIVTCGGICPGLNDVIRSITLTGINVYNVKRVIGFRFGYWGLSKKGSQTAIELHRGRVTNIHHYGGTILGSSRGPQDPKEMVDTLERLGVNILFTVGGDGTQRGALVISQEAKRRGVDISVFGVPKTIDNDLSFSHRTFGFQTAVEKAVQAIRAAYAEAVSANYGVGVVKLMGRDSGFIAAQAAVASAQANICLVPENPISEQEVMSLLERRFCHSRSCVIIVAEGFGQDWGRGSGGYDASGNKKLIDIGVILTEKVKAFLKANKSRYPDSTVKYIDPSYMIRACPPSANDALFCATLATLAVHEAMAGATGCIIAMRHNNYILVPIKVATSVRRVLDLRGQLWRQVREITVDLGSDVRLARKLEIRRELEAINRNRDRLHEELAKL
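ADP-Glo luminescence quantified ADP after 45 min at room temperature, with 1.25 nM T. brucei PFK, 0.1 mM ATP and 0.5 mM fructose-6-phosphate in pH 8.0 TEA buffer. qHTS titrations up to 57 µM; curves classified by quality.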
VP16 counter – counter-screen for ROR gamma inhibitors: Gal4-VP16 reporter; AID 2546; Potency, µM (top dose mostly 53.6 µM), without a hit: top-dose activity, negative = inhibition, usual class: inhibitors; Drosophila S2 Gal4-VP16 UAS-luciferase, luminescence, 20 h; actives 3.5% (n = 310,000);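 note: Gal4-VP16 expression switched on by copper sulfate through the metallothionein promoter; potency is the fitted concentration of half-maximal effect; % is set by controls: 0 for no effect and ±100 for the full control effect; nearly all actives have a fitted effect of over 50% in size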
NPC1 promoter act – NPC1 promoter activation; Huh7 NPC1 promoter luciferase reporter, 24 h; Potency, µM (top dose mostly 9.22 µM), for the others: top-dose activation, most hits filed as activators; actives 2.4% (n = 320,000); AID 485313;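 note: potency is the fitted concentration of half-maximal effect; % of control where 0% means no effect; nearly all actives have a fitted effect of over 60% in size; reporter is driven by a mutant NPC1 promoter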
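Huh7 reporter cells (NPC1 promoter driving luciferase) are dosed with compound for 24 h at 37 °C, 5% CO2; luciferase detection reagent is then added and luminescence measured after 10 min at ambient temperature.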
Giardia kill – kills Giardia lamblia | Giardia lamblia trophozoite viability | activity change, % at 7.66 µM, hits read low | actives 0.15% (n = 340,000) | AID 540267; in the data active = activity change below about -80%; inconclusive = between about -30% and that limit;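 note: parasites exposed to compound for two days anaerobically before the ATP read; % is set by controls: 0 for no effect and ±100 for the full control effect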
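Giardia lamblia trophozoites (100 cells/well) were incubated with compounds for 48 h at 37 deg C under anaerobic conditions. Viability was read as ATP content by one-step luminescence after 15-30 min at room temperature.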
FLuc modulator – counter-screen for miR-21 project: firefly luciferase inhibitors or activators | purified FLuc, Km substrates, luminescence inhibition | AID 588342 | P08659 | actives 6.9% (n = 360,000) | Potency, µM (series often up to 57.5 µM), for inactives: at the highest dose activity change, negative = inhibition, usual class: inhibitors;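 note: potency is the fitted concentration of half-maximal effect; plate controls were vehicle for no effect and reference inhibitor for full effect; nearly all actives have a fitted effect of over 55% in size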
Target sequence (P08659 whole entry, looked up): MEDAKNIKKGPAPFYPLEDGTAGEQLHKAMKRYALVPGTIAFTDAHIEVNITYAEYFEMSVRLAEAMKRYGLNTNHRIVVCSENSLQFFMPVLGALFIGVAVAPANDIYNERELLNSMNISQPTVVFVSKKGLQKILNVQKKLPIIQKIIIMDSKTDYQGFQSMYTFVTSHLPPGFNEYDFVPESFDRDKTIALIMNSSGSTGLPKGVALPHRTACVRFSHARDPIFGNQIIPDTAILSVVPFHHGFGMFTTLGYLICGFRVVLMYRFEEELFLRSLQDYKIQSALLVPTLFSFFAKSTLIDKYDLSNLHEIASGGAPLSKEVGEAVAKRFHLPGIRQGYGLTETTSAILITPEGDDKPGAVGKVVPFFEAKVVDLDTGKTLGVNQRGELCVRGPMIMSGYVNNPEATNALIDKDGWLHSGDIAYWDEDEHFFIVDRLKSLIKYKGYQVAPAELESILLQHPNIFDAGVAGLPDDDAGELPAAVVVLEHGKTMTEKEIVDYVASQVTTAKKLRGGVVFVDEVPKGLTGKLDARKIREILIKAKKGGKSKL
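Purified P. pyralis luciferase, 10 nM final, with Km-level 10 uM D-luciferin and 10 uM ATP in 50 mM Tris acetate pH 7.5, 10 mM Mg acetate, 0.01% Tween-20, 0.05% BSA; 6-point qHTS titration about 60 µM downward; luminescence read.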
Coupling enz – inhibits coupling enzyme system, counter-screen for aldolase hits | coupling enzyme system counterscreen, AmpLite Red fluorescence | activity change, negative = inhibition, % at 58.2 µM, hits read low | actives 0.67% (n = 290,000); in the data active = activity change below about -30%; note: % is set by controls: 0 for no effect and ±100 for the full control effect
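Final compound at 57.5 uM, incubated 10 min at RT with coupling enzyme reagent (glyceraldehyde-3-phosphate), then 20 min with substrate and AmpLite Red detection. Fluorescence read at 525/598 nm; tests interference with the coupling assay, not aldolase inhibition.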
uPA generation – cell surface uPA generation inhibition; AID 540303; Potency, µM (highest dose often 38.3 µM), for inactives: at the top dose activity change, negative = inhibition, usual class: inhibitors; actives 0.31% (n = 330,000); cell surface uPA generation assay, qHTS; active = well fitted inhibition curve with a large enough effect; inconclusive = small, poorly fitted or top-dose-only effect; inactive = no such curve, though single readings can be large or run the other way; tested in mouse RAW 264.7 cells; note: potency is the fitted concentration of half-maximal effect; % is set by controls: 0 for no effect and ±100 for the full control effect; nearly all actives have a fitted effect of over 55% in size
KCNH2 3.1 block – inhibitors of human KCNH2 3.1 potassium channel isoform | activity change, % (tested at about 1.8 µM) | AID 720553 | actives 0.95% (n = 340,000) | U2OS KCNH2 3.1, thallium flux FluxOr; hits give low values;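 active = maximum activity change below -70%; inconclusive = maximum activity change from -70% to -50%; inactive = maximum activity change above -50%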;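 note: thallium influx rate constant from kinetic fluorescence after stimulation buffer; % is set by controls: 0 for no effect and ±100 for the full control effect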
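Thallium flux via FluxOr fluorescence (Red40 quencher, 45 min loading) in U2OS cells virally expressing the KCNH2 3.1 isoform (1.77 x 10^8 /mL virus, overnight at 37 C). Rate constants from 2-min kinetic reads post-stimulation, normalised to positive and negative controls.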
Rab9 prom act – activators of Rab9 promoter; Huh7 Rab9 promoter-luciferase reporter, luminescence, 24 h; Potency, µM (doses to about 9.22 µM), inactives show at the top dose activation, negative = inhibition, hits mostly activators; actives 2.8% (n = 320,000); note: potency is the fitted concentration of half-maximal effect; % of control where 0% means no effect; nearly all actives have a fitted effect of over 60% in size
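Huh7 reporter line, Rab9 promoter upstream of luciferase. Compound exposure 24 h at 37 °C in reduced-serum medium with 10% FBS. Read-out: luminescence.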
* hit, by the source's call; ? = inconclusive; · = not tested or not shown; [ ] = another dose, or the depositor's remark. Unless noted, calls come from the whole dose curve; as a rule, active = well fitted curve in the direction sought with a large enough effect; inconclusive = small, poorly fitted or top-dose-only effect, or another doubt; inactive = no such curve, though single readings can be large; an effect the other way counts as inactive or inconclusive.

SMILES	RORg inh	ELG1 genotoxic	Tb PFK inh	VP16 counter	NPC1 promoter act	Giardia kill	FLuc modulator	Coupling enz	uPA generation	KCNH2 3.1 block	Rab9 prom act
COc1ccc(CCNC(=O)c2cc(S(=O)(=O)N3CCC4(CC3)OCCO4)ccc2F)cc1OC	16.6%	-2.2%	-2.3%	3.5%	-4.4%	1.8	-5.2%	-0.4	1.1%	9.1	-2.6%
CC1=C(C)/C(=N\OS(=O)(=O)c2ccc(C)cc2)C=CC1=O	5.01µM*	-17.6%	6.0%	2µM*	-4.0%	0.2	-1.8%	-85.0*	-7.6%	1.1	-33.8%[inhibitor]
O=C(Oc1nsnc1N1CCCCC1)N1CCOCC1	-12.9%	-5.5%	3.5%	-2.4%	-8.4%	22.2	-8.7%	0.0	-2.2%	4.4	0.2%
O=C(O)c1ccccc1CSc1nc2ccccc2n1Cc1ccccc1C(=O)O	5.1%	-0.1%	-6.9%	-11.9%	-6.3%	-14.9	?	21.3	-1.3%	-8.1	3.8%
CC(=O)NN1C(=O)/C(=C/c2ccc(C(C)C)cc2)SC1=S	5.4%	1.7%	-3.5%	23.0%	3.4%	6.4	21.3µM*	-1.6	-2.3%	1.4	-1.7%
COC1CCN(C(=O)CC2C(=O)NCCN2CC(C)(C)C)CC1 (stereo unspecified)	-2.3%	1.9%	-1.1%	3.9%	-0.1%	-26.4	0.1%	-16.6	4.2%	15.4	-8.8%
CCOC(=O)Cc1csc(NC(=O)C(CC(C)C)NC(=O)C2CCCCC2)n1 (stereo unspecified)	-6.2%	-4.1%	-1.3%	1.9%[10 µM]	-4.3%	-15.6	4.7%	0.1	8.0%	-31.7	-11.2%
CCC(=O)N(CCC(c1ccco1)c1ccccc1OC)Cc1cccs1 (stereo unspecified)	25.9%	-6.8%	?	?	0.9%	-8.0	2.8%	5.5	2.0%	-15.9	-3.9%
C#CCNC(=O)C1=C[C@@H](C2CC2)[C@H](CCCO)[C@@H](OCC)O1	-34.0%	-1.3%	-4.8%	-9.5%	3.1%	-4.0	-3.6%	1.7	8.0%	·	13.3%
CC(C)(C)NC(=O)C(c1ccc(O)cc1)N(C(=O)CCC(=O)Nc1nccs1)c1ccccc1F (stereo unspecified)	27.7%	-4.7%	-4.2%	-0.5%	-3.0%	7.0	0.4%	2.1	0.9%	7.3	-7.6%
Cc1csc(NS(=O)(=O)c2cccc([N+](=O)[O-])c2)n1	0.7%	-2.8%	1.1%	-18.2%	-0.5%	?	1.5%	-2.5	-2.4%	15.0	-3.1%
N#C[C@]1(S(=O)(=O)c2ccccc2)C[C@@H]2ON=C(c3cccc(Br)c3)[C@@H]2C1	?	3.1%	1.4%	11.2µM*	-8.2%	-2.9	-1.8%	0.7	-27.2%	29.0	-13.3%
COC(=O)[C@@H]1C(c2ccccc2)(c2ccccc2)[C@@]1(C)C(=O)OC	1.3%[10 µM]	1.1%	-1.8%	-5.1%	-5.6%	-2.5	1.4%	0.2	-9.8%	4.1	-1.0%
CCC(CC)C(=O)NCCCCc1ccccc1	2.2%	0.3%	-6.6%	-10.2%	-1.7%	-0.1	2.8%	-0.5	2.2%	18.3	-7.3%
CCNc1nc(NCC)nc(SCCOC(=O)Nc2ccc(Cl)cc2Cl)n1	?	-0.3%	-0.8%	?	0.1%	-6.7	3.2%	-2.3	2.5%	-14.0	-9.3%
O=C(CN1CCCCC1)N1N=C(c2cccs2)CC1c1cccs1 (stereo unspecified)	15.6%	-2.5%	-3.3%	1.3%	-2.2%	8.6	-0.6%	2.0	6.0%	0.0	-0.1%
COC(=O)CNC(=O)Cn1ccc2ccccc2c1=O	-17.4%	0.6%	-2.1%	2.5%	1.5%	-4.7	-0.7%	2.9	0.4%	5.3	-4.9%
CCCCC(=O)NC1(C(F)(F)F)NC(=O)N(Cc2ccccc2)C1=O (stereo unspecified)	21.9%	0.3%	-0.5%	-6.9%	-0.4%	-6.7	-4.3%	0.7	2.4%	-7.0	7.0%
Cc1ccc(OCC(=O)Nc2ccc(N3CCOCC3)cc2)c([N+](=O)[O-])n1	19.1%	-2.2%	2.6%	-4.8%	-10.2%	?	0.5%	-0.1	-19.0%	13.0	-4.2%
CCOc1ccc(NC(=O)CSc2nnc(-c3ccncc3)n2CC2CCCO2)cc1 (stereo unspecified)	0.0%	-0.1%	1.4%	-12.2%	6.7%	-6.9	-15.2%	-3.6	2.3%	-1.0	2.4%
COc1ccccc1C(=O)Nc1ccc(C(=O)O)cc1	-1.7%	3.3%	9.1%	-1.9%	0.4%	-0.2	-12.7%	3.3	2.0%	-9.8	-0.9%
O=C(Cc1ccc(Br)cc1)NC1CCCCC1	?	-0.2%	-9.9%	22.1%	0.8%	9.2	-14.9%	-1.7	-0.2%	-3.4	23.0%
O=C(NCCO)c1nc(C(=O)c2ccccc2)c2ccccc2n1	·	-0.1%	5.0%	·	-1.0%	-1.6	-1.4%	·	-3.3%	8.6	-3.0%
O=C(NC1CCN(C(=O)N2CCOCC2)CC1)c1ccccc1	-14.5%	1.0%	-1.7%	-10.5%	-6.7%	2.6	8.7%	2.5	-2.0%	-6.8	-2.8%
COc1ccc(Oc2ccc(N/C=C3\CCCC3=O)cc2)cc1	38.8%	0.3%	0.8%	21.2%	0.2%	9.6	4.4%	-19.7	-2.1%	12.6	15.6%
(list continues)
SMILES	RORg inh	ELG1 genotoxic	Tb PFK inh	VP16 counter	NPC1 promoter act	Giardia kill	FLuc modulator	Coupling enz	uPA generation	KCNH2 3.1 block	Rab9 prom act
COC(=O)c1cc(NC(=O)CC2Oc3ccccc3NC2=O)cc(C(=O)OC)c1 (stereo unspecified)	6.5%	-6.6%	0.0%	-0.7%	-4.7%	24.7	-1.8%	1.2	8.6%	4.7	2.3%
COc1ccccc1-n1c(-c2ccccc2)c[nH]c1=S	2.82µM*	-10.9%	?	?	-3.2%	-29.5	-19.2%	-15.8	21.2%	-13.9	-7.4%
COc1cccc(Nc2ccc([N+](=O)[O-])c3nonc23)c1	·	-9.2%	0.6%	·	0.2%	-23.9	-13.2%	7.3	2.1%	3.1	1.6%
O=C(CSc1nnc(Cc2ccccc2)n1-c1cccc(Cl)c1)NNC(=O)Cc1ccccc1	10.5%	0.8%	-2.1%	-1.8%	-0.1%	19.0	-4.6%	8.3	1.1%	0.5	1.8%
CCc1nc(N[C@H](C(=O)O)C(C)C)c2oc3ccccc3c2n1	-4.7%	-0.8%	-4.9%	9.0%	-1.5%	18.6	?	10.0	3.5%	-2.2	-3.1%
C/C(CC(=O)Nc1cc(C)ccn1)=N\NC(=O)C(=O)NC(C)C	-39.5%	-0.9%	-11.5%	-1.5%	0.0%	1.0	3.5%	-2.0	2.8%	16.6	8.3%
O=C(O)c1ccccc1Nc1ccnc(C(F)(F)F)c1	-5.4%	2.5%	9.9%	-6.5%	-2.0%	9.4	-24.8%	4.1	10.6%	5.5	-5.4%
CC(=O)N1CCCc2ccccc21	-10.6%	8.1%	-5.2%	1.4%	1.4%	4.2	6.4%	5.1	9.8%	0.1	-6.3%
Cc1nc(Cl)c2c(n1)NC1=C(O2)C(=O)CCC1	-18.1%	0.6%	4.1%	-4.0%	-1.9%	-10.4	-0.5%	-1.7	-0.8%	0.0	2.5%
COC(=O)c1sc2ncccc2c1OCc1ccc(Cl)cc1Cl	-11.3%	-2.0%	0.3%	?	-1.3%	18.3	0.2%	-1.1	-5.2%	-7.1	-1.4%
O=C(O)c1cccc(Nc2nc(Nc3ccccc3)nc(N3CCCC3)n2)c1	?	-8.9%	0.6%	?	3.16µM*	-0.4	?	9.8	4.5%	11.4	?
COC(=O)c1ccc(Cn2cnc3ccccc3c2=O)cc1	20.1%	-2.4%	-1.6%	-5.5%	-0.6%	5.1	0.1%	0.0	0.4%	-8.7	-2.5%
CCn1cc(C(=O)NCCN(C)CCc2ccccc2)c(=O)c2cc(S(=O)(=O)N(C)C)ccc21	?	-2.2%	-7.7%	20.3%[0.365 µM]	-0.9%	26.0	1.9%	2.3	-5.2%	-2.9	-4.6%
O=C(CN1C(=O)COc2ccccc21)NCc1ccccn1	9.5%	-1.3%	-2.4%	10.4%	7.3%	13.0	0.8%	-0.7	·	9.9	4.1%
O=C(CN1C2=NCCN2c2ccccc21)c1ccc(Br)s1	-25.5%	-9.1%	4.4%	2.6%	1.0%	1.3	-0.4%	5.2	-11.4%	-40.4	0.6%
Nc1ccccc1C(=O)Nc1ccc(Cl)cc1Cl	9.1%	?	5.5%	1.8%	?	-1.6	10.7µM*	1.7	2.7%	8.5	2.51µM*
